TSHR antagonist – antagonists of human thyroid stimulating hormone receptor | AID 504810 | TSHR-expressing cells, TSH-stimulated cAMP HTRF, 2 h; stronger effect = lower value | activity change, negative = inhibition, % at 11.5 µM | 330,000 tested, 0.2% active | P16473;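 active = activity change below a set negative limit, meaning inhibition stronger than a set level, cut at about -70% in these data; inconclusive = activity change between two set negative limits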; note: % is set by controls: 0 for no effect and ±100 for the full control effect
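Read-out is FRET at 665 nm (cryptate excitation 337 nm) from a cryptate-tagged anti-cAMP antibody, competed by cell cAMP against cAMP-d2. Compounds are tested on freshly harvested TSHR cells challenged with 4nM TSH (EC80) for 2 hours at 37 deg C.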
Eya2 phos inh – inhibitors of human Eya2 phosphatase activity. 330,000 tested, 0.006% active. O00167. recombinant Eya2, OMFP fluorescence dephosphorylation (OMFP is methylfluorescein phosphate). Potency, µM (titrated, usually from 76.9 µM), for inactives: at the top dose activity, negative = inhibition, hits mostly inhibitors. AID 488837; note: potency is the fitted concentration of half-maximal effect; % is set by controls: 0 for no effect and ±100 for the full control effect
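Eya2 protein (added as 0.2 uM solution) was preincubated with compound for 10 min at ambient temperature in 50 mM HEPES pH 7.5, 50 mM NaCl, 5 uM MgCl2, 0.05% BSA, 1 mM DTT. OMFP (added at 50 uM) then reacted 10 min; fluorescence read at 485/525 nm.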
Integrin act MD – activates integrin-mediated alleviation for muscular dystrophy | alpha7betagal myoblasts, beta-gal FDG fluorescence, 48 h | Potency, µM (series often up to 38.3 µM), for the others: at the highest dose activation, hits mostly activators | 350,000 tested, 0.064% active | AID 624291;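 note: potency is the fitted concentration of half-maximal effect; 100% = response of the positive control SU9516; nearly all actives have a fitted effect of over 60% in size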
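alpha7betagal+/- myoblasts (passage 13, 250/well) treated 48 h at 37C with compounds at 1:260 dilution of DMSO stock. Lysed, then beta-galactosidase activity read as FDG fluorescence (ex 480/em 540) after 30 min, with pre-read for autofluorescence.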
PTAP TSG101 blk – blocks PTAP/TSG101 interaction to inhibit HIV-1 budding; AID 493005; Potency, µM (highest dose often 115 µM), for the others: at the top dose activity change, negative = inhibition, actives largely listed as inhibitors; Fluorescence polarization, FITC-PTAP peptide / Tsg101 binding; Q99816; 340,000 tested, under 10 active; active = well fitted inhibition curve with a large enough effect in the main read-out, with a control signal flat, not every such curve was filed as active; inconclusive = small, poorly fitted or top-dose-only effect, or effect the other way, or a change in a side signal; inactive = no such curve, though single readings can be large or run the other way; note: potency is the fitted concentration of half-maximal effect; % of control where 0% means no effect
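Steps: Tsg101 binding domain dispensed (10 uM final), compounds pinned in DMSO, FITC-labeled PTAP-motif peptide added (50 nM final); after 20 min binding at room temperature, polarization measured.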
Tb PFK block – T. brucei PFK enzyme inhibition; O15648; T. brucei PFK, ADP-Glo luminescence; Potency, µM (top dose mostly 57.5 µM), without a hit: at the highest dose activity, negative = inhibition, usual class: inhibitors; 330,000 tested, 0.17% active; AID 485367;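 note: potency is the fitted concentration of half-maximal effect; 0% = uninhibited 1x PFK enzyme wells and -100% = no-enzyme wells; nearly all actives have a fitted effect of over 60% in size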
Target sequence (O15648 whole entry, looked up): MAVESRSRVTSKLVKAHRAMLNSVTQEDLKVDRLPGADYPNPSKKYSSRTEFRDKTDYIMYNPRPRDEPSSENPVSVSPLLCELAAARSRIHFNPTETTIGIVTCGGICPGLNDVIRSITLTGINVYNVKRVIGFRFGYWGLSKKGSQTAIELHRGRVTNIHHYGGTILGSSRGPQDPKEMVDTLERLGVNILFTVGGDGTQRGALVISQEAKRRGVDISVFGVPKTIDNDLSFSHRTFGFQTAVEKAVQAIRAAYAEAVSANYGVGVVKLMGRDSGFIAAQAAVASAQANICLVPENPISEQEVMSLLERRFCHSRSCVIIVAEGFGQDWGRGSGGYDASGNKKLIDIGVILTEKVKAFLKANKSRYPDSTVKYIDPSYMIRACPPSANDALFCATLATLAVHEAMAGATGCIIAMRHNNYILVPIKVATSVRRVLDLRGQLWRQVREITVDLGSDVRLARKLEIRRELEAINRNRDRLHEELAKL
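Compounds were pin-transferred as a titration series up to 57 uM into substrate buffer (0.5 mM F6P, 0.1 mM ATP, pH 8.0), then 1.25 nM PFK was added and reactions ran 45 min before ADP-Glo detection.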
S-ASM inh – blocks human secretory acid sphingomyelinase. P17405. placental ASM, HMU-PC fluorogenic substrate, 60 min. Potency, µM (top dose mostly 57.5 µM), for the others: top-dose activity change, negative = inhibition, hits mostly inhibitors. 340,000 tested, 0.006% active; note: potency is the fitted concentration of half-maximal effect
Target sequence (P17405 47-631 limits assumed): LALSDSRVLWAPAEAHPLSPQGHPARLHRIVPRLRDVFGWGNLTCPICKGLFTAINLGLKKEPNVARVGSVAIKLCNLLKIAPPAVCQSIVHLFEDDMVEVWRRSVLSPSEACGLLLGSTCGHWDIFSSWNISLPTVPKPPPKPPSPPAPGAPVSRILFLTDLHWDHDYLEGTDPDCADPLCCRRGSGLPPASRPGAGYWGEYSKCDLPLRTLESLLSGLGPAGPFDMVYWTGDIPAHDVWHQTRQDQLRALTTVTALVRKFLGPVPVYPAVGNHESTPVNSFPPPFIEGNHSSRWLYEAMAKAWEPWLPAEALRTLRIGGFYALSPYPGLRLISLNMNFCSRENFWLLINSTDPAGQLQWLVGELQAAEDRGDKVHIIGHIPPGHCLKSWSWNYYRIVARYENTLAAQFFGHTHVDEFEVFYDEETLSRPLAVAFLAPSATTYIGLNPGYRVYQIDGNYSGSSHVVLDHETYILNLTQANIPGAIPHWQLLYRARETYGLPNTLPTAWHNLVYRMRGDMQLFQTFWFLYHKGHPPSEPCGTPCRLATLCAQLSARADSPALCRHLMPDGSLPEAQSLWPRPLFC
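qHTS format. ASM enzyme prepared from human placenta hydrolyses the fluorogenic substrate HMU-PC0 (9 uM final) over 60 min at 37 °C after a 10 min compound preincubation.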
TCR activator – activators of T cell receptors; primary human leukocytes, anti-CD3, IL-2 HTRF, 48 h; Potency, µM (top dose mostly 9.22 µM), inactives show top-dose activation of IL-2 secretion, actives largely listed as activators; 330,000 tested, under 10 active; note: % of control where 0% means no effect
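48 hr co-incubation of compounds, a-CD3 beads and primary human leukocytes; IL-2 quantified homogeneously by HTRF with anti-IL-2 K and d2 conjugates.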
BCR signal inh – blocks chronic active B-cell receptor signaling; ABC-DLBCL IkBa-CBG/CBR reporter, luminescence ratio, 4 h; AID 493014; Potency, µM (series often up to 46.1 µM), inactives show at the highest dose ratio change, negative = lower green/red ratio, usual class: inhibitors; 340,000 tested, 0.05% active; active = well fitted inhibition curve with a large enough effect in the signal ratio, with a control signal flat, not every such curve was filed as active; inconclusive = small, poorly fitted or top-dose-only effect, or effect the other way, or a change in a side signal; the % refers to the signal ratio;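 note: potency is the fitted concentration of half-maximal effect; plate controls were basal doxycycline-induced cells for no effect and cells given 10 µM MG132 for full effect; MG132 reads +100%, hits lower the ratio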
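Concentration-response series (up to 46 uM) were applied to TMD8 dual-reporter cells for 4 h at 37C with doxycycline. Green/red ratio, after filter-overlap correction, defined %Activity; red signal alone was normalised to basal cells and zero luminescence.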
AT treatment – candidate therapy for ataxia-telangiectasia. […] A-T fibroblasts, KAP-1 phosphorylation AlphaLISA; neocarzinostatin DNA damage 30 min before lysis. Potency, µM (highest dose often 57.5 µM), for inactives: at the top dose activation, most hits filed as activators. 320,000 tested, 0.19% active. AID 485349; note: potency is the fitted concentration of half-maximal effect; % of control where 0% means no effect; nearly all actives have a fitted effect of over 45% in size
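hTERT-immortalized A-T patient fibroblasts ([…]), 500 cells/well in OPTI-MEM, 1% FBS, got compounds for 60 min, then NCS for 30 min at 37C. Lysates were then assayed for phospho-KAP-1 by AlphaLISA (anti-pKAP1 donor, anti-KAP1 acceptor beads), 6 hr at 25C.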
Mito fusion yeast – mitochondrial division inhibition or fusion activation | S. cerevisiae fusion-defective mutant growth rescue, CellTiterGlo 48 h | Potency, µM (titrated, usually from 46.1 µM), inactives show at the highest dose growth rescue (activation), actives largely listed as activators | 320,000 tested, 0.23% active | AID 485298;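 note: potency is the fitted concentration of half-maximal effect; % of control where 0% means no effect; nearly all actives have a fitted effect of over 45% in size; temperature-sensitive fusion mutants such as fzo1-1 at 37 °C on non-fermentable ethanol glycerol medium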
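Luminescent cell viability in 1536-well qHTS format served as the measure of rescued growth in ts fusion-mutant S. cerevisiae cultured on non-fermentable YPEG for 48 hours at 37C.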
ELG1 DNA repair – blocks ELG1-dependent DNA repair in HEK293T cells; Potency, µM (highest dose often 46.1 µM), inactives show at the top dose activity change, negative = inhibition, most hits filed as inhibitors; AID 504467; HEK293T ELG1-luciferase reporter, luminescence, 16 h; DNA damage induced by 5-fluorouridine; 330,000 tested, 2.3% active; note: potency is the fitted concentration of half-maximal effect; % is set by controls: 0 for no effect and ±100 for the full control effect; nearly all actives have a fitted effect of over 55% in size
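Luminescence from the luciferase reporter, measured 30 min after ONE-Glo reagent at room temperature, was the read-out. Beforehand, 2,000 cells per well were exposed for 16 hr at 37 °C to 5-fluorouridine together with compound or vehicle.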
An asterisk follows results filed as active; [ ] = another dose, or the depositor's remark. Unless noted, calls come from the whole dose curve; as a rule, active = well fitted curve in the direction sought with a large enough effect; inconclusive = small, poorly fitted or top-dose-only effect, or another doubt; inactive = no such curve, though single readings can be large; an effect the other way counts as inactive or inconclusive.

Nc1cccc2c1C(=O)N(CCOc1ccccc1F)C2=O was read as TSHR antagonist 8, Eya2 phos inh -6%, Integrin act MD inconclusive, PTAP TSG101 blk -11%, Tb PFK block -2%, TCR activator -3%, BCR signal inh inconclusive, AT treatment 24%, Mito fusion yeast 6% and ELG1 DNA repair inconclusive.
Cc1ccccc1NC(=O)CSc1nnc(CNC(=O)c2ccco2)n1C was read as TSHR antagonist 13, Eya2 phos inh -16%, Integrin act MD -19%, PTAP TSG101 blk -1%, Tb PFK block 7%, S-ASM inh 0%, TCR activator 3%, BCR signal inh 0%, AT treatment -10%, Mito fusion yeast 9% and ELG1 DNA repair 6%.
Screening CCOc1ccccc1NC(=O)C(OC(=O)c1ccc(CC)cc1)c1ccccc1 (centres undefined) returned TSHR antagonist 4, Eya2 phos inh -1%, Integrin act MD -4%, PTAP TSG101 blk -5%, Tb PFK block -6%, S-ASM inh -2%, TCR activator 7%[46.1 µM], BCR signal inh inconclusive, AT treatment 1%, Mito fusion yeast 25% and ELG1 DNA repair -4%.
CCc1noc(C)c1C(=O)OC(C)C(=O)Nc1ccc(Cl)cn1 (centres undefined) was read as TSHR antagonist 11, Eya2 phos inh 5%, Integrin act MD 5%, PTAP TSG101 blk 0%, Tb PFK block -4%, S-ASM inh 0%, TCR activator 4%, BCR signal inh 5%, AT treatment 0%, Mito fusion yeast 0% and ELG1 DNA repair -14%.
O=C(N/N=C/c1ccc2c(c1)OCO2)c1cc(-c2ccco2)nc2ccccc12 was read as TSHR antagonist 1, Eya2 phos inh -27%, Integrin act MD -16%, PTAP TSG101 blk -5%, Tb PFK block 0%, S-ASM inh 27%, TCR activator 8%, BCR signal inh inconclusive, AT treatment -4%, Mito fusion yeast 4% and ELG1 DNA repair 1%.
For O=C1C(=O)N(CCS(=O)(=O)c2ccccc2)c2ccc(Cl)cc21 the results were TSHR antagonist -7, Eya2 phos inh 10%, Integrin act MD -53%[inhibitor], PTAP TSG101 blk -4%, Tb PFK block 0%, S-ASM inh 3%, TCR activator -1%, BCR signal inh inconclusive, AT treatment 8%, Mito fusion yeast 0% and ELG1 DNA repair -1%.
`C=CCN1C(=O)C(=O)N(CC(=O)NCC(=O)Nc2ccc(F)c(F)c2F)C1=O` gave Eya2 phos inh 5%, Integrin act MD -28%, PTAP TSG101 blk 5%, Tb PFK block 4%, S-ASM inh -2%, TCR activator 3%, BCR signal inh 0%, AT treatment 10% and ELG1 DNA repair 0%.
Screening CCc1nnc(NC(=O)c2ccc(-c3ccccc3Cl)o2)s1 returned TSHR antagonist -11, Eya2 phos inh -13%, Integrin act MD 15%, PTAP TSG101 blk -4%, Tb PFK block 3%, S-ASM inh -1%, TCR activator -16%, BCR signal inh inconclusive, AT treatment 1%, Mito fusion yeast -1% and ELG1 DNA repair inconclusive.
Screening Cc1ccnc(NC(=O)Nc2ccc(Br)cc2Cl)c1 returned TSHR antagonist 25, Eya2 phos inh 12%, Integrin act MD 9%, PTAP TSG101 blk 2%, Tb PFK block -2%, S-ASM inh -1%, TCR activator 3%, BCR signal inh 4%, AT treatment 5%, Mito fusion yeast -5% and ELG1 DNA repair inconclusive.
For C=CC[C@@H](Cc1ccc(F)cc1)C(=O)OC[C@@H]1CCCN1C(=O)[C@@H](CC=C)CC(=O)N[C@@H](CO)Cc1ccccc1 the results were TSHR antagonist 21, Eya2 phos inh -20%, Integrin act MD 16%, Tb PFK block 3%, S-ASM inh -6%, TCR activator 7%, BCR signal inh inconclusive, AT treatment 18% and ELG1 DNA repair inconclusive.
CCOc1ccc(NC(=O)C2C(C(=O)O)C3(Cl)C(Cl)=C(Cl)C2(Cl)C3(Cl)Cl)cc1 (centres undefined) was read as TSHR antagonist -5, Eya2 phos inh 6%, Integrin act MD -1%, PTAP TSG101 blk 2%, Tb PFK block -12%, S-ASM inh -4%, TCR activator -2%, BCR signal inh 21%, AT treatment -6%, Mito fusion yeast 2% and ELG1 DNA repair 6%.
For CN(C(=O)c1ccc(NC(=O)C2CCCN(C(=O)OC(C)(C)C)C2)cc1)C1CCC1 (centres undefined) the results were TSHR antagonist -2, Eya2 phos inh -25%, Integrin act MD -6%, PTAP TSG101 blk -2%, Tb PFK block 9%, S-ASM inh 5%, TCR activator 0%, BCR signal inh -3%, AT treatment 2% and ELG1 DNA repair inconclusive.
COc1ccc2[nH]c(O)c(N=NC(=O)Cc3cccs3)c2c1 was read as TSHR antagonist 15, Eya2 phos inh -15%, Integrin act MD inconclusive, PTAP TSG101 blk -5%, Tb PFK block 3%, S-ASM inh -24%, TCR activator 1%, BCR signal inh inconclusive, AT treatment -36%, Mito fusion yeast 7% and ELG1 DNA repair 15%.
For COc1ccc(Cl)cc1NC(=O)CSc1ncnc2c1oc1ccccc12 the results were TSHR antagonist 7, Eya2 phos inh 0%, Integrin act MD -24%, PTAP TSG101 blk 0%, Tb PFK block 1%, S-ASM inh 1%, TCR activator 2%[46.1 µM], BCR signal inh 3%, AT treatment -3% and ELG1 DNA repair 7%.
Screening NC(N)=NC1=NC(=O)C(Cc2ccccc2Cl)S1 (centres undefined) returned TSHR antagonist -4, Eya2 phos inh -2%, Integrin act MD 5%, PTAP TSG101 blk -1%, Tb PFK block -1%, S-ASM inh -3%, TCR activator -2%, BCR signal inh -15%, AT treatment 1%, Mito fusion yeast -2% and ELG1 DNA repair 8%.
`O=C(/C=C/c1ccc(Cl)cc1)N(c1ccccn1)C1CCCCC1` gave TSHR antagonist -7, Eya2 phos inh -3%, Integrin act MD 5%, PTAP TSG101 blk -5%, Tb PFK block -4%, S-ASM inh -4%, TCR activator 1%[46.1 µM], BCR signal inh 0%, AT treatment 2%, Mito fusion yeast inconclusive and ELG1 DNA repair inconclusive.
For O=C(CSc1nccc(=O)[nH]1)c1c[nH]c2ccccc12 the results were TSHR antagonist 8, Eya2 phos inh 11%, Integrin act MD -27%, PTAP TSG101 blk -1%, Tb PFK block -1%, S-ASM inh 1%, TCR activator -1%, BCR signal inh inconclusive, AT treatment 1%, Mito fusion yeast 0% and ELG1 DNA repair inconclusive.
CC(=O)Nc1ccccc1NS(=O)(=O)c1ccccc1[N+](=O)[O-] was read as TSHR antagonist 17, Eya2 phos inh 14%, Integrin act MD -25%, PTAP TSG101 blk -11%, Tb PFK block -1%, S-ASM inh 0%, TCR activator -3%, BCR signal inh -9%, AT treatment 5%, Mito fusion yeast 0% and ELG1 DNA repair 10%.
Screening O=C(CCCc1nc(-c2ccc(Cl)cc2)no1)NCC1CCCO1 (centres undefined) returned TSHR antagonist -24, Eya2 phos inh 2%, Integrin act MD -30%, PTAP TSG101 blk -3%, Tb PFK block 4%, S-ASM inh 0%, TCR activator 6%, BCR signal inh 8%, AT treatment -3%, Mito fusion yeast 7% and ELG1 DNA repair -19%.
O=[N+]1C2=C(CCCC2)N([O-])C12CCCC2 was read as TSHR antagonist 4, Eya2 phos inh 14%, Integrin act MD -5%, PTAP TSG101 blk -4%, Tb PFK block -2%, S-ASM inh 0%, TCR activator 12%, BCR signal inh 3%, AT treatment 4%, Mito fusion yeast 2% and ELG1 DNA repair 1%.

2 compounds picked at random from the list so far, as already listed:
For O=C(CSc1nccc(=O)[nH]1)c1c[nH]c2ccccc12 the results were TSHR antagonist 8, Eya2 phos inh 11%, Integrin act MD -27%, PTAP TSG101 blk -1%, Tb PFK block -1%, S-ASM inh 1%, TCR activator -1%, BCR signal inh inconclusive, AT treatment 1%, Mito fusion yeast 0% and ELG1 DNA repair inconclusive.
O=[N+]1C2=C(CCCC2)N([O-])C12CCCC2 was read as TSHR antagonist 4, Eya2 phos inh 14%, Integrin act MD -5%, PTAP TSG101 blk -4%, Tb PFK block -2%, S-ASM inh 0%, TCR activator 12%, BCR signal inh 3%, AT treatment 4%, Mito fusion yeast 2% and ELG1 DNA repair 1%.

Screening data from PubChem.
